TNAP inh hiacc: inhibitors of human TNAP at high phosphate acceptor concentration; purified TNAP, CDP-star luminescence, 1 M DEA; AID 1135; 200,000 tested, 0.03% active; P05186; inhibition, % at 20 µM;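 active means over 50% inhibition of tissue-nonspecific alkaline phosphatase at 20 µM in the single-dose screen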;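 further: plate controls were DMSO wells for no effect and EDTA-quenched wells as full inhibition for full effect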
Target sequence (P05186 whole entry, looked up): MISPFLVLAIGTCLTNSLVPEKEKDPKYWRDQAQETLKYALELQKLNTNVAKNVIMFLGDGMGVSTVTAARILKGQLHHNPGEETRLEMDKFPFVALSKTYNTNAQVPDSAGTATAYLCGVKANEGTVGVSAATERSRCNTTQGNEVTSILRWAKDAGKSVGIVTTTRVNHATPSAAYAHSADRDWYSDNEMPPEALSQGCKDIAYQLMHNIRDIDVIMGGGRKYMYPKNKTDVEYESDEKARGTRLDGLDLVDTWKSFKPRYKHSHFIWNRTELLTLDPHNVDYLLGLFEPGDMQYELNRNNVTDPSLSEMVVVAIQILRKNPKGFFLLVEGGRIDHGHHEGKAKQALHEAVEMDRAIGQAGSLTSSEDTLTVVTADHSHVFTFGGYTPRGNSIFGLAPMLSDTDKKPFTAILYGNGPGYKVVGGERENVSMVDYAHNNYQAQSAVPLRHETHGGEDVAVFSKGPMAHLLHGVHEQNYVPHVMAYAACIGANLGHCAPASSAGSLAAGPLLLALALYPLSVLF
PMI act hi M6P: increases human PMI activity with near-saturating mannose 6-phosphate | 190,000 tested, 0.34% active | activation factor at 20 µM | P34949 | coupled PMI enzyme assay, resazurin fluorescence, 20 min; hits give high values; 1 = untreated enzyme, 0 = substrate-free blank;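 active means activation factor of 2 or more at 20 µM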
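Test system – human PMI in coupled enzyme assay · Timing – 20 min incubation at room temperature · Detection – Diaphorase-driven resazurin-to-resorufin fluorescence, excitation 544, emission 590 nm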
S1P3 antag: S1P3 (human) receptor antagonism | Q99500 | CHO S1P3 NFAT-BLA reporter, FRET fluorescence, antagonist mode | inhibition, % at 4.98 µM | 170,000 tested, 0.27% active | AID 485;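 active means inhibition above the plate cutoff, the mean inhibition of test wells on that plate plus 3 SD, cut at about 28% in these data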;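 further: cells challenged with S1P at its EC80 of 0.8 µM; blue over green emission ratio from cleaved BLA substrate after 4 h stimulation; 0% = S1P-stimulated wells and 100% = unstimulated DMSO-only wells; some compounds past the cut are filed as inactive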
Target sequence (Q99500 whole entry, looked up): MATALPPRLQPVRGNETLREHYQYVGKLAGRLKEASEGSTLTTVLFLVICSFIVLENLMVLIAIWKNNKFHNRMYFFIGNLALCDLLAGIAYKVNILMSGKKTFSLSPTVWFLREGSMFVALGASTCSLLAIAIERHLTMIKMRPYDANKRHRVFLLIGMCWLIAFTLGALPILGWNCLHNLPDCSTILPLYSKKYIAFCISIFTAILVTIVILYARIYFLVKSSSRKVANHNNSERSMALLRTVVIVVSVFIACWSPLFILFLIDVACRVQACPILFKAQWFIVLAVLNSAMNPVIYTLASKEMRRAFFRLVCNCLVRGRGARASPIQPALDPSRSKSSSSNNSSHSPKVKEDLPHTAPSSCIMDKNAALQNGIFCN
RAM network inh: inhibitors of the yeast RAM network; S. cerevisiae dse1pr::URA3 reporter, 5-FOA growth OD615, 2 d; analog-sensitive cbk1-as2 kinase mutant strain; inhibition, % at 50 µM; 190,000 tested, 1.8% active; AID 868;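 active means inhibition above a set limit, 3 SD over mean compound inhibition, cut at about 8.4% in these data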;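 further: 0% = DMSO-only wells with no growth and 100% = 10 µM 1-NA-PP1 full growth; inhibition rescues growth on 5-FOA so higher OD means more RAM inhibition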
L major viab: inhibitors of Leishmania major promastigote growth | inhibition, % at 10 µM | 200,000 tested, 9% active | AID 1063 | Leishmania major promastigotes, resazurin fluorescence viability; in the data active means inhibition above about 50%;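 further: promastigotes grown with compound for 44 hours at 28 °C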
PMI activator: increases human mannose-6-phosphate isomerase activity; P34949; purified human PMI, coupled resazurin fluorescence, 20 min; hits give high values; 1 = vehicle control, 0 substrate-free wells; activation factor at 20 µM; 190,000 tested, 0.005% active; AID 1214;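 active means activation factor of 2 or more at 20 µM, relative to plate controls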
TNAP inh noacc: blocks human TNAP activity with no phosphate acceptor present | purified TNAP, CDP-star luminescence, 30 min | P05186 | inhibition, % at 20 µM | 200,000 tested, 0.26% active;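 active means tissue-nonspecific alkaline phosphatase inhibition above about 50% at 20 µM in the single-dose screen, limit read from the data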;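 further: 0% = DMSO negative control and 100% = EDTA positive control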
DTT redox prof: compounds producing H2O2 with reducing agent – biochemical, NIH compound library profiling, artefact control for MLSCN library redox annotation, primary screen | DTT-dependent redox cycling H2O2, phenol red/HRP absorbance; 100% = 100 µM peroxide control, 0% = buffer | AID 878 | 200,000 tested, 0.03% active | activation, % at 10 µM;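 active means activation of at least 50% relative to the plate's high and low controls in the primary single-dose screen; inactive means activation below 50%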;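 further: compound incubated with DTT at 0.8 mM final as the reducing agent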
Efa HMGR inh: inhibitors of class II HMG-CoA reductase from Enterococcus faecalis; purified E. faecalis HMGR, NADPH absorbance 340 nm kinetic; inhibition, % at 10 µM; 190,000 tested, 0.41% active; AID 1066;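 active means inhibition above a set limit, the median over all tested compounds plus 3 SD, cut at about 9.5% in these data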;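 further: enzyme runs in reverse so mevalonate oxidation gives rising NADPH absorbance; 0% = complete reaction with DMSO and 100% = background rate lacking mevalonate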
Hsp70 activator: transcriptional activators of Hsp70; 200,000 tested, 0.04% active; HeLa Hsp70 promoter luciferase reporter, luminescence; scaled: vehicle 0, proteasome-inhibitor control 100%; activation, % at 10 µM; AID 1203;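 active means activation above the mean across all tested compounds plus 3 SD, cutoff set per campaign, cut at about 5.5% in these data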;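 further: 100% = MG132 at 30 µM as the positive control and 0% = DMSO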
An asterisk follows results filed as active; . = not tested or not shown.

The first two records as a preview:
structure	RAM network inh	PMI act hi M6P	Efa HMGR inh	PMI activator	DTT redox prof	S1P3 antag	L major viab	Hsp70 activator	TNAP inh noacc	TNAP inh hiacc
Cc1nnc(Sc2cc(C(=O)NCc3ccco3)c3ccccc3n2)s1	4.1	1	-5	0.9	3.1	-1	0	0.4	-5	-1
CCN(CC)C(=O)COC(=O)c1cc(-c2ccco2)nc2ccccc12	3.3	1.6	-2	1.5	-0.4	-7	-4	-0.2	1	5

The listing, from the first entry:
structure	RAM network inh	PMI act hi M6P	Efa HMGR inh	PMI activator	DTT redox prof	S1P3 antag	L major viab	Hsp70 activator	TNAP inh noacc	TNAP inh hiacc
Cc1nnc(Sc2cc(C(=O)NCc3ccco3)c3ccccc3n2)s1	4.1	1	-5	0.9	3.1	-1	0	0.4	-5	-1
CCN(CC)C(=O)COC(=O)c1cc(-c2ccco2)nc2ccccc12	3.3	1.6	-2	1.5	-0.4	-7	-4	-0.2	1	5
CC(C)CC(=O)N1CCN(S(=O)(=O)c2ccc(F)cc2)CC1	0.3	1	-1	0.9	2.3	-17	-3	-0.1	-6	0
O=C(Nc1cccnc1)c1ccccc1-c1ccccc1	1.4	.	-1	.	-0.6	-1	-2	-0.3	-4	0
CCOC(=O)CSc1nnc(NCC(=O)OC(C)C)c(=O)[nH]1	0.7	0.9	-3	0.9	1.1	-2	-9	0.0	-24	-4
O=C(NC(Cc1ccccc1)C(=O)O)/C(=C/c1ccco1)NC(=O)c1cccc(Br)c1 (centres undefined)	0.9	0.9	-1	1.1	0.4	-5	15	-0.3	-14	-2
Cc1ccc(NC(=O)c2nnn(-c3cccc(C(F)(F)F)c3)c2N)cc1	2.0	1.1	-4	1.2	0.0	1	21	-0.1	-4	-1
O=C(OCC(=O)N1CCN(S(=O)(=O)c2ccccc2)CC1)c1ccc([N+](=O)[O-])o1	-0.1	0.8	-2	1	-1.7	-26	95*	-0.1	-8	-6
Cn1c(=O)n(C)c2cc([N+](=O)[O-])c(N3CCN(S(=O)(=O)c4ccc5ccccc5c4)CC3)cc21	4.1	1	1	0.9	-0.2	.	39	-0.4	6	2
c1coc(C2=Nc3cccc4cccc(c34)N2)c1	2.2	0.4	-6	0.7	0.5	-8	37	-0.3	5	9
Cc1ccc(C)c(N2CN(Cc3cccnc3)CNC2=S)c1	3.0	1	1	1	-0.1	16	12	-0.2	-7	4
COC(=O)c1ccc(CSc2nnc(NC(=O)C3CC(=O)N(c4ccc5c(c4)OCCO5)C3)s2)cc1 (centres undefined)	3.2	0.9	-2	0.9	0.0	-2	-5	-0.3	-12	1
COc1ccc(OCC(=O)NNC(=O)c2cccc(C)c2)cc1	0.7	1	2	1	-1.1	-9	-6	-0.2	-158	-4
Nc1nc(=S)[nH]c2c1C1(CCCCC1)Cc1ccccc1-2	-1.1	1	-3	0.9	0.0	-17	27	-0.6	3	-3
CC(=O)C1=C(O)C(=O)N(Cc2ccccc2)C1c1ccccc1F (centres undefined)	3.2	1	-2	0.9	-2.1	.	-3	-0.1	-7	-5
O=C(COc1cc(Cl)ccc1Cl)Nc1ccc2c(c1)CCC2	5.3	0.9	1	0.9	0.7	-8	-7	0.1	-6	3
Cn1c(=O)c2cc(S(=O)(=O)Nc3cc(C(=O)O)cc(C(=O)O)c3)ccc2n(C)c1=O	0.5	1	-7	1.1	11	-17	-9	-0.1	-9	-4
O=C1[C@@H]2C(Cc3ccc(O)cc3)NC3(C(=O)Nc4ccc(F)cc43)[C@@H]2C(=O)N1c1ccc(F)cc1 (some centres undefined)	0.5	1	-1	0.9	-0.1	-15	7	-0.3	2	4
c1ccc2c(N3CCCCC3)nc(N3CCCCC3)nc2c1	-0.5	1	-3	1	0.0	.	68*	0.1	-8	-6
Cc1ccc(C(=O)Oc2oc(-c3ccco3)nc2C=Nc2ccccc2)cc1	2.1	1.2	-6	1.2	1.5	.	-2	0.1	4	-3
NS(=O)(=O)c1ccc(N2N=C(c3ccc(Br)cc3)CC2c2ccc(F)cc2)cc1 (centres undefined)	5.8	0.7	-5	0.8	2.7	.	95*	-0.4	-28	-19
COc1ccc(C(=O)N(Cc2ccco2)Cc2cc3cc(C)ccc3[nH]c2=O)cc1OC	.	.	.	.	0.8	2	45	-0.4	.	.
O=C(c1ccc(Cl)c(Cl)c1)N1CCC(=O)N(C(COCc2ccc(Cl)cc2)Cc2ccccc2)CC1 (centres undefined)	7.5	1	-9	1	1.6	-7	15	-0.5	1	-3
COc1ccccc1C(c1nnnn1CS(=O)(=O)c1ccc(C)cc1)N1CCSCC1 (centres undefined)	1.0	1	-2	1	0.1	-10	23	0.1	-7	-4
CC(Oc1ccc(Cl)cc1Cl)C(=O)Nc1ccc(S(=O)(=O)Nc2cnc3ccccc3n2)cc1 (centres undefined)	4.3	1	3	0.9	0.2	.	-14	-0.2	6	1
Cn1c(=O)n(C/C=C/c2ccccc2)c(=O)c2c1nc1n2CCCN1Cc1ccccc1	4.7	0.9	-3	0.9	1.2	10	38	-0.1	-6	-10
CCOC(=O)N1CCC(N(CCCOC)C(=O)Nc2ccc(CC)cc2)CC1	1.6	1	0	1	2.6	-3	22	0.3	-7	-6
COc1cc(C)c(Br)cc1S(=O)(=O)NCc1ccccc1	2.5	1	-4	1.1	-3.7	.	1	-0.4	-3	-6
O=C(NCc1ccncc1)c1c(F)c(F)c(F)c(F)c1F	1.6	0.9	0	0.9	0.7	48	-4	-0.2	-8	-4
Fc1cnc(N2CCOCC2)nc1N1CCOCC1	2.7	1.1	-4	1	-0.9	11	-4	-0.3	-8	-5
O=C(Cn1nnc(-c2ccccc2)n1)NNC(=O)c1ccc(Br)cc1	1.0	1.2	-1	1	0.4	-7	7	-0.1	-49	0
O=C(NNc1ncnc2c1cnn2-c1ccccc1)c1ccco1	4.5	0.9	-3	0.9	-0.1	0	-5	-0.3	-124	-4
CC(=O)Nc1ccc(N2C(=O)CSC2c2ccc(F)cc2)cc1 (centres undefined)	-0.1	0.9	-3	0.9	-0.6	44	-6	0.0	-12	-5
CN1CCCC(OC(=O)COc2ccccc2)C1 (centres undefined)	1.0	1	0	1	-4.1	-5	2	-0.2	-14	-6
O=C(COC(=O)c1n[nH]c2ccccc12)Nc1ccc([N+](=O)[O-])cc1	2.5	1.1	-1	1.1	-0.3	6	-4	-0.2	12	-1
CC(C)(C)NC(=O)NC(=O)COC(=O)CNS(=O)(=O)c1ccc(Br)cc1Cl	0.7	0.9	-4	1	-1.0	-19	-5	-0.3	0	0
CCn1c(SCCC(=O)Nc2ccccc2)nnc1-c1ccc(OC)cc1	4.7	1	-1	1	2.4	2	12	-0.2	8	3
Cc1cccc2sc(NC(=O)C3=NN(c4ccccc4)C(=O)CC3)nc12	11*	1.1	-7	1	0.8	-15	-6	-0.2	-4	0
Cc1nnc(SCC(=O)Nc2c(C)n(C)n(-c3ccccc3)c2=O)n1Cc1ccccc1	-0.7	1.1	-6	1.1	-1.7	-6	-2	0.0	-11	-4
NC(=O)C1CCN(S(=O)(=O)Cc2ccccc2Cl)CC1	0.0	1	0	1	-0.4	-6	-5	0.1	-11	-4
CC(C)Oc1ccc(C(=O)NCc2cccnc2)cc1	0.1	0.9	0	0.9	-0.5	-31	-3	-0.3	-13	-9
Cc1cn2nc(N)c3ccccc3c2n1	-0.9	1	-3	1	0.0	-10	-3	-0.2	-17	-9
CCOc1ccc(C2C([N+](=O)[O-])=C(C)N(C)C(=O)N2C)cc1OC (centres undefined)	2.8	1	-6	1.2	-0.3	-10	56*	0.2	-2	-3
CCCCN(CC)S(=O)(=O)c1ccc(C(=O)Nc2nnc(CSC)o2)cc1	1.6	1.1	-2	1.1	1.9	21	11	0.0	-4	-10
C/C(CC(=O)Nc1cc(C)ccn1)=N\NC(=O)C(=O)NC(C)C	1.0	1	-6	1.1	-0.1	-13	10	0.1	-22	-5
CCOc1ccc(/C(O)=C2/C(=O)C(=O)N(c3ncccn3)C2c2ccccc2)cc1 (centres undefined)	3.5	1.2	-4	1.3	0.6	3	-7	-0.4	-6	-6
COc1ccccc1/C=C/C=N/NC(=O)c1ccc2nc[nH]c2c1	1.1	1.1	-3	1	-0.5	-1	56*	-0.1	-69	-2
CCN(c1ccccc1)S(=O)(=O)c1ccc(C(=O)NCC(c2cccs2)N(C)C)cc1 (centres undefined)	0.5	1	-1	1	-0.1	-12	90*	-0.2	2	4
O=C(CSc1nc2ccccc2[nH]1)Nc1c(F)c(F)c(F)c(F)c1F	1.2	0.9	1	0.9	-0.3	9	0	-0.2	-38	-1
CN(CC(=O)Nn1cnnc1)S(=O)(=O)c1ccc(Br)cc1	0.0	1.3	-5	1	1.8	.	-6	-0.6	-8	-5
COC(=O)c1ccc2c(=O)n(-c3ccccc3)c(SCN3C(=O)c4ccccc4C3=O)nc2c1	4.1	1.1	-1	1	-0.7	-2	-1	-0.1	-5	-4
Cc1[nH]c2ccccc2c(=O)c1SC(F)(F)C(F)C(F)(F)F (centres undefined)	0.4	1	-1	0.9	-2.2	.	20	-0.2	-9	-4
CCc1nnc(NC(=O)CN2CCOCC2)s1	0.5	0.9	0	1	-0.5	.	-4	-0.1	-11	-2
